# Bioassay records from PubChem.
# C2C12 statin – suppression of simvastatin myotoxicity. C2C12 myotubes + simvastatin, ATP luminescence, 48 h; scaled: DMSO 0, geranylgeraniol control 100. rescue of ATP level, % at 7.49 µM. hit rate 0.78% among 330,000. AID 602340;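 active means mean ATP rescue above about 67%, or every replicate alone reaching that limit, limit read from the data, passing the limit was not always enough; inconclusive means no clear call, values can overlap the other calls; inactive means mean under the limit and some replicate under it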;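 further: myotubes were challenged with 10 µM simvastatin during compound exposure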
# LGR2 antag – inhibitors of bursicon-induced Drosophila LGR2 receptor cAMP signaling; inhibition, % at 9.99 µM; hit rate 0.35% among 380,000; HEK293 LGR2, CRE-luciferase, bursicon-stimulated, 4 h;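 active means drop in luminescence signal, shown as inhibition above about 50% in the replicate tests, limit read from the data, passing the limit was not always enough; inconclusive means probably only some replicates passing the limit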;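 further: agonist challenge used bursicon conditioned medium at about half maximal strength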
# SIRT5 block – blocks human SIRT5 desuccinylation of peptide | Q9NXA8 | Purified SirT5, succinyl-peptide AMC, trypsin-coupled fluorescence | inhibition, % at 15 µM | hit rate 1.1% among 330,000 | AID 652115; in the data active means inhibition above about 15%; inconclusive means no clear call, values can overlap the other calls
# Target sequence (Q9NXA8 whole entry, looked up): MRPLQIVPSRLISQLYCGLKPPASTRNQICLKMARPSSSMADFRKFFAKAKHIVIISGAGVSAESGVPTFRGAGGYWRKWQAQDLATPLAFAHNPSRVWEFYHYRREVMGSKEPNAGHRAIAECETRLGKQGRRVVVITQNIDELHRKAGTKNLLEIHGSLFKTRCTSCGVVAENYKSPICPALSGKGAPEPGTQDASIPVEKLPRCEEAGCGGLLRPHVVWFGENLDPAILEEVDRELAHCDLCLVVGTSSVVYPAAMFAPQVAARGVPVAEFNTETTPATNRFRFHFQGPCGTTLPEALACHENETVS
# XiGFP reactiv – reactivates the inactive X chromosome in mouse fibroblasts | XiGFP mouse fibroblasts, % GFP-positive cells imaging, 3 d; cells co-treated with 5-aza-dC sensitizer; scaled so ellipticine positive control = 100% | hit rate 0.055% among 360,000 | activation, % at 7.58 µM;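 active means mean normalized replicate activation at least 10% and every replicate at or above 10%; inconclusive means only one of the two criteria met; inactive means mean below 10% and not all replicates reach 10%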;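 further: 0% = median of on-plate neutral control wells and 100% = ellipticine 6 µM median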
#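 System: SV40-immortalized XiGFP fibroblast cells, line 68-5-11 / Incubation: 3-day compound exposure, then 15 min fixation at room temperature / Compound: single concentration per compound, delivered by pin transfer / Buffer or medium: DMEM plus 5-aza-dC sensitizer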
# S100A4 MyoIIA – inhibitors of human S100A4 binding to myosin IIA peptide; P26447; S100A4/TAMRA-MyoIIA peptide fluorescence polarization; inhibition, % at 10.7 µM; hit rate 0.14% among 360,000; AID 652163;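 active means mean inhibition of at least 70% across replicates, with every replicate also reaching that level; inconclusive means mean inhibition reaches 70% but some replicates fall short; inactive means mean inhibition below 70%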
# Target sequence (P26447 whole entry, looked up): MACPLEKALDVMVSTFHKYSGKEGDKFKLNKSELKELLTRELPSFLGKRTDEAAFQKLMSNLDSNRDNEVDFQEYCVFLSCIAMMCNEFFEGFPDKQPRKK
#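 Assay system: human S100A4 monomer with TAMRA-labelled myosin IIA peptide / Buffer or medium: Calcium-containing HEPES buffer, pH 7.2 / Reagent: TAMRA-labelled myosin IIA heavy-chain peptide probe, 5 nM / Compound: one dose per compound / Timing: polarization read 5 min after assay mix addition, stable 5–60 min / Benchmarks: neutral control DMSO, positive control TFP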
# ERAP1 HTS inh – ERAP1 (human) enzyme inhibition | Q9NZ08 | hit rate 0.15% among 340,000 | recombinant ERAP1, Leu-AMC fluorescence, 60 min | AID 652197 | inhibition, % at 10.7 µM;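 active means mean replicate inhibition of at least 30%, or all replicates individually reaching that 30% level; inactive means mean below 30% and not every replicate reaching it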;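 further: 0% = neutral control wells and 100% = L-leucinethiol positive control wells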
# Cneo AK release – causes C. neoformans cell lysis | lysis activity, % at 15 µM | hit rate 0.2% among 360,000 | adenylate kinase release luminescence, 4 h; normalised: neutral wells 0, clomiphene wells 100;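 active means mean lysis activity across replicates of at least 80%, whatever share of replicates individually reach that level; inactive means mean lysis activity below 80%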
#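 Assay system: log-phase C. neoformans yeast / Quantity: yeast cell density of 5 × 10^6 cells/mL / Medium: fresh YPD growth medium / Compound: single dose / Timing: static 4 h at 37 °C with compound, 1 h detection / Measured by: adenylate kinase release luminescence / Read-out: lysis from increased AK signal / Benchmarks: Clomiphene as positive lysis control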
# PGC1a acetyl inh – lowers PGC1a acetylation signal in U2OS cells; inhibition, % at 15.6 µM; AlphaScreen anti-acetyl-lysine; with virally co-expressed GCN5 acetyltransferase; hit rate 0.17% among 350,000;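 active means every replicate shows inhibition of at least 40%; inconclusive means mean inhibition at least 40% but some replicate below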;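 further: 0% = neutral control wells and 100% = positive control wells; some results beyond the cut were filed as inactive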
# * hit, by the source's call; ? = inconclusive; nt = not tested or not shown; & = joins results of further samples. An excerpt (hit frequency here may not be typical).
Structure	C2C12 statin	LGR2 antag	SIRT5 block	XiGFP reactiv	S100A4 MyoIIA	ERAP1 HTS inh	Cneo AK release	PGC1a acetyl inh
COc1cccc(C(=O)Nc2ccc3c(c2)C(=O)N(C)C[C@@H](OC)[C@H](C)CN(C(=O)C2CCOCC2)[C@H](C)CO3)c1	14	11	-3	-0.4	1	-1	-6	23
CN1CCN(Cc2c(O)ccc3c(=O)c(Oc4ccccc4Cl)c(C(F)(F)F)oc23)CC1	1	-5	nt	0.3	-3	1	3	-9
CC(=O)Nc1ccc(NC(=O)COC(=O)C2c3ccccc3Oc3ccccc32)cc1	nt	-11	nt	0.3	-2	-2	nt	9
Cc1cn(-c2cccnc2)c(C)c1CNC[C@H]1O[C@@H](n2cnc3c(N)ncnc32)[C@H](O)[C@@H]1O	1	3	-5	0.1	2	9	-10	-12
COc1ccc(Br)cc1/C=N/NS(=O)(=O)c1ccccc1	-4	8	3	0.0	-6	-1	-1	-4
COc1ccc(C)cc1S(=O)(=O)N(C)CC(=O)NCc1ccncc1	-4	8	-6	0.3	-1	-3	6	nt
O=C(C1CCC1)N1CC(=O)N2[C@H](C1)[C@H](c1ccc(Br)cc1)[C@@H]2CO	nt	9	4	0.1	-5	-3	nt	2
CN(C)CCCNC(=O)C[C@@H]1C=C[C@H](NS(=O)(=O)c2ccc(F)cc2)[C@@H](CO)O1	-8	-1	0	-0.1	12	0	2	10
C[C@H](CO)N1C[C@H](C)[C@H](CN(C)Cc2ccc(C(F)(F)F)cc2)Oc2ccc(NC(=O)CCC(F)(F)F)cc2CC1=O	13	17	5	0.0	13	1	43	-8
CN1c2ccc(-c3ccccc3)cc2[C@H]2[C@H](CCN2C(=O)c2cccc(F)c2)[C@@H]1CO	30	14	11	0.0	2	0	47	-8
Cc1cc(S(=O)(=O)N2CCCC2)ccc1OCC(=O)N1CCCCC1	2	7	-3	0.0	-1	4	-1	-3
CC(C)(CCl)C(=O)Nc1ccc(OC(F)(F)F)cc1	-7	-7	-8	0.1	4	-2	nt	9
CC(C)NC(=O)N[C@@H]1CC[C@@H](CCn2cc(-c3ccc(F)cc3)nn2)O[C@@H]1CO	-10	9	3	-0.3	1	0	0	2
CO[C@H]1CN(C)C(=O)c2cc(NC(=O)Nc3ccc(Cl)cc3)ccc2OC[C@@H](C)NC[C@H]1C	-30	-16	-3	0.2	-6	-2	4	13
CO[C@H]1CN(C)C(=O)c2ccc(NC(C)=O)cc2OC[C@H](C)N(C(=O)CC2CC2)C[C@H]1C	-2	0	nt	0.0	nt	nt	nt	5
O=C(N/N=C1/CC2C=CCC12)c1ccc(Br)o1 (configuration not stated)	nt	5	2	0.2	2	2	-2	nt
CCC(=O)N(C)C[C@H]1Oc2cc(C#Cc3ccccc3)ccc2S(=O)(=O)N([C@H](C)CO)C[C@@H]1C	-17	17	8	-0.7	-1	-1	0	10
CCNC(=S)N/N=C/c1ccc(OCC(=O)Nc2ccc(C)cc2)cc1	11	11	2	nt	6	1	-2	-7
CO[C@@H]1CN(C)C(=O)c2cc(NS(=O)(=O)c3ccc(C)cc3)ccc2OC[C@@H](C)NC[C@@H]1C	6	2	-5	0.3	-7	1	-1	-7
CC(C)S(=O)(=O)c1cnc(N2CCOCC2)nc1N	nt	0	9	0.0	-2	1	nt	nt
Cc1cc(C)c2c(N)c(C(=O)NN3CC(=O)N(c4ccccc4)CC3=O)sc2n1	nt	-13	-3	0.2	-2	-28	nt	5
Cc1ccc(S(=O)(=O)N2C[C@@H]3[C@H]4CC[C@H](C4)[C@@H]3[C@@H](C)C2CC(=O)c2ccccc2)cc1 (some centres not stated)	-2	-6	-5	0.1	-1	0	-1	nt
COCCCNC(=O)C1CCC(CNS(=O)(=O)c2ccc3c(c2)CC(C)N3C(=O)C2CC2)CC1 (configuration not stated)	0	7	-1	0.1	6	-5	7	-18
CC(C)(CNc1ccc(S(=O)(=O)C(F)(F)F)cc1[N+](=O)[O-])N1CCOCC1	-15	-3	-1	-0.1	-21	8	-1	4
COc1cccc(/C=C2\SC(=S)N(CCC(=O)NCCc3ccc(O)cc3)C2=O)c1	-1	4	-6	-0.1	-2	-1	-8	16
O=C(O)c1ccc2c(c1)C(=O)N(c1ccc([N+](=O)[O-])cn1)C2=O	61	10	3	0.3	-4	2	-1	-6
O=C(Cc1ccccn1)NCC[C@H]1CC[C@H](NC(=O)Nc2ccc(F)cc2)[C@@H](CO)O1	-1	-1	-2	-0.4	-6	-3	-1	-6
O=C(COC(=O)c1ccc(F)cc1F)Nc1ncccn1	nt	1	1	-0.1	2	nt	nt	7
COc1ccc(NC(=O)NCc2ccc3c(c2)OCO3)cc1OC	-4	-2	-1	0.1	2	-2	2	6
Cc1cc(C(=O)OCC(=O)N2CCC(C)CC2)c2ccccc2n1	17	9	-3	0.0	-1	2	-4	-7
CCC(Oc1ccccc1)C(=O)Nc1ccccc1N1CCCC1 (configuration not stated)	5	5	0	0.0	-5	-6	-1	nt
COc1ccc(S(=O)(=O)N[C@@H]2CC[C@H](CCNC(=O)c3ccccc3F)O[C@H]2CO)cc1	-13	-17	0	-0.2	nt	nt	0	?
O=C(CSc1ccc(-c2ccccn2)nn1)NC1CCCCC1	nt	2	0	0.0	7	0	nt	-6
O=C(Nc1ccccc1)N1CCCCN2[C@H](CO)[C@@H](c3ccc(-c4ccccc4F)cc3)[C@H]2C1	nt	17	nt	0.0	nt	nt	5	5
O=C(Cc1cccs1)NCCc1cn2ccccc2n1	-8	-8	-8	0.6	1	1	-2	8
Cn1ncc([N+](=O)[O-])c1C(=O)Nc1ccc(C2CCCCC2)cc1	nt	-46	-1	0.0	0	-2	nt	4
CCC(=O)N1CC2(CN(Cc3ccc(OC)cc3)C2)c2c(n(C)c3cc(OC)ccc23)[C@H]1CO	nt	3	-5	0.5	-33	-3	nt	nt
CC(C)NC(=O)N(C)C[C@@H]1Oc2cc(Br)ccc2S(=O)(=O)N([C@@H](C)CO)C[C@H]1C	10&14&4	-6&-22	-3&2&-2	0.1&0.6	-2&13&-11	7&3&0	9&25&21	-7&-7&-9
Cc1ccc(SC[C@H](C)CN2CC[C@H](C(C)(C)C)CCC2=O)cc1	0	15	-1	0.5	-5	3	0	1
CNC(=O)C[C@@H]1CC[C@H]2[C@H](COc3ccc(NC(=O)Nc4ccccc4)cc3C(=O)N2C)O1	10	8	3	0.3	-3	-2	-1	0
N#Cc1cccc(-c2ccc3c(c2)[C@@H]2[C@@H](CCN2S(=O)(=O)c2cccc(F)c2)[C@@H](CO)N3)c1	21	1	0	0.0	-15	0	10	9
CCCC#Cc1ccc2c(c1)O[C@H](CN(C)C(=O)c1ccccc1)[C@H](C)CN([C@@H](C)CO)S2(=O)=O	-1	18	5	-0.2	-15	8	0	0
CCOc1ccccc1N1C(=O)CC(Nc2ccc(N3CCOCC3)cc2)C1=O (configuration not stated)	-10	-6	5	nt	0	0	1	18
COc1cc(C(F)(F)F)nc2ccc(C#CCOC(=O)Nc3ccccc3)cc12	nt	nt	-3	0.0	7	1	-1	-4
Cc1nn(CC(=O)N2CCC(C)CC2)c(=O)c2cccn12	4	15	3	0.2	-6	-2	0	nt
O=C(C[C@H]1CC[C@@H]2[C@H](COC[C@@H](O)CN2Cc2cccc(Cl)c2)O1)Nc1nccs1	35	18	1	0.0	0	-1	-1	-38
C[C@]12CCC3c4ccc(OCC(=O)O)cc4CCC3C1CCC2=O (some centres not stated)	1	-1	-5	0.0	-23	-1	-1	10
CCCCn1nnnc1C1(C)CCC(=O)N1CCc1ccc(OC)c(OC)c1 (configuration not stated)	nt	-1	-1	0.1	1	nt	nt	nt
COc1cc(NC(=O)CCNS(=O)(=O)c2cc(Br)cnc2N)cc(OC)c1	-6	-4	-4	0.3	-1	-2	-7	11
COc1ccc(/C(N)=N/OC(=O)Cc2ccc(C)cc2)cc1	nt	-50	-4	0.0	-2	-5	nt	nt
O=C(NCc1ccco1)c1cc(-c2ccncc2)nc2ccccc12	-4	26	nt	nt	nt	nt	-2	1
Cn1nc([N+](=O)[O-])nc1S(C)(=O)=O	-13	36	2	0.0	1	-3	nt	-95
C[C@H](CO)N1C[C@H](C)[C@H](CN(C)C(=O)Nc2ccccc2)Oc2cc(-c3cccc(C(=O)N(C)C)c3)ccc2S1(=O)=O	-2	-1	3	-0.5	-4	2	2	7
O=C(c1cccc(F)c1)N1CC2(C1)[C@@H](c1ccccc1)[C@@H](CO)N2C(=O)C1CC1	nt	10	0	0.2	1	2	nt	-10
CC(=O)c1nnn(-c2ccc(F)cc2F)c1C	nt	3	-1	0.0	-2	-2	1	18
Cc1cccc(NC(=O)COc2coc(CN3CCN(c4ccccc4)CC3)cc2=O)c1C	-8	-5	-1	0.1	4	-3	-3	16
COc1ccc(/C=N/Nc2nc(-c3ccc(C)cc3)c(C#N)c(=O)[nH]2)cc1	8	3	-1	0.0	-2	3	1	-10
COc1ccc(C(=O)C=Cc2ccc3c(c2)OCO3)cc1OC	nt	-17	-4	0.0	-3	0	nt	nt
CC(=O)c1cc(C#N)c(SCc2ccc(F)cc2)nc1C	5	1	nt	nt	nt	nt	1	-16
COc1ccccc1CNC(=O)C[C@H]1C[C@@H]2c3cc(NS(=O)(=O)c4ccc(F)cc4)ccc3O[C@@H]2[C@@H](CO)O1	-3	3	14	0.1	-25	-2	-19	-3

# (listing goes on)
Structure	C2C12 statin	LGR2 antag	SIRT5 block	XiGFP reactiv	S100A4 MyoIIA	ERAP1 HTS inh	Cneo AK release	PGC1a acetyl inh
O=C(COC(=O)c1ccccc1Nc1ccccc1)Nc1ccccc1	nt	-18	5	0.2	-7	2	nt	nt
COc1cc(OC)cc(C(=O)N[C@H](C(=O)Nc2nc3ccccc3[nH]2)C(C)C)c1	-48	-20	-2	0.0	5	-1	3	nt
CCc1noc(C)c1C(=O)N(C)CC(=O)Nc1ccc(F)c(F)c1F	-3	9	3	0.2	-2	0	-2	nt
COc1ccccc1NC(=O)CN1CC(=O)Nc2ccccc21	0	6	-3	0.0	-3	-4	-1	-4
COc1cccc(-c2ccc3c(c2)[C@@H]2[C@@H](CCN2C(=O)c2ccc(F)cc2)[C@@H](CO)N3)c1	-5	-5	2	0.0	4	0	8	6
CCOC(=O)c1c(C)[nH]c(C(=O)C(C)OC(=O)c2cnc(C)cn2)c1C (configuration not stated)	-4	-6	-1	0.0	3	1	0	7
COCCNC(=O)C1CCCN(C(=O)c2ccnc(Cl)c2)CC1 (configuration not stated)	4	-5	nt	0.0	13	2	0	8
